From PubChem
HCMV inh – human cytomegalovirus inhibition | HFF cells, HCMV-luciferase reporter, 72 h; stronger effect = lower value | activity change, negative = inhibition, % at 57.5 µM | 410,000 tested, 4.5% active | AID 1259415; in the data active = activity change below about -60%; inconclusive = no clear call, values can overlap the other calls; inactive = above about -39%; also: % is scaled to controls: 0 for no effect and ±100 for the full control effect
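Two compound doses tested in HFFs infected with HCMV-luciferase, MOI 1 PFU/cell, 72 h at 37C. Lysate luminescence read with OneGlo; data normalized against buffer-only and 10uM Salinomycin inhibitor controls.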
Giardia FBPA inh – inhibitors of Giardia lamblia fructose-1,6-bisphosphate aldolase. AID 2451. purified Giardia FBPA. A8B2U2. 290,000 tested, 0.71% active. Potency, µM (doses to about 59.6 µM), without a hit: top-dose activity, negative = inhibition, usual class: inhibitors; also: potency is read from the fitted curve at half-maximal effect; % is scaled to controls: 0 for no effect and ±100 for the full control effect; nearly all actives have a fitted effect of over 55% in size
Target sequence (A8B2U2 whole entry, looked up): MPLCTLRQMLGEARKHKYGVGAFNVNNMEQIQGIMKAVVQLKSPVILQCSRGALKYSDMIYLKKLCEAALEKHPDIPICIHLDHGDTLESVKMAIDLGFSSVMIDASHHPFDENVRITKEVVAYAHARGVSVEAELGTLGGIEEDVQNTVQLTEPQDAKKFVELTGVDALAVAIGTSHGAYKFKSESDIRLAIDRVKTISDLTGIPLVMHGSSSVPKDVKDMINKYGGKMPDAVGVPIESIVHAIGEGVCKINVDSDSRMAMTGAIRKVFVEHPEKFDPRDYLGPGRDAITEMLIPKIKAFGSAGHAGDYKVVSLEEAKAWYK
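40 nM FBPA preincubated 10 min at RT with compound (up to 57.5 uM final), then substrate plus GAPDH/TPI/NAD/arsenate coupling and diaphorase/resazurin added. Fluorescence read after 20 min at RT, 525/598 nm.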
Shiga toxin inh – inhibitors of Shiga toxin in Vero cells. Vero cells, Shiga toxin protein synthesis inhibition reporter. inhibition, % at 38.7 µM. 290,000 tested, 9.2% active. AID 2315; in the data active = inhibition mostly above about 28%, no sharp cut-off; inactive = mostly below about 43%; also: 0% is about no effect
AMA1 RON2 block – AMA1-RON2 (P. falciparum) interaction inhibition. 360,000 tested, 0.2% active. AlphaScreen AMA1-biotinylated RON2 peptide binding. Potency, µM (highest dose often 58.2 µM), for inactives: at the highest dose activity change, negative = inhibition, actives largely listed as inhibitors;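 also: potency is read from the fitted curve at half-maximal effect; 0% = vehicle wells and -100% = peptide control; nearly all actives have a fitted effect of over 45% in size; some results filed as inactive show a strong effect at the top dose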
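AMA1 (3D7) with his tag at 25 nM final met compounds first, then biotinylated RON2 peptide at 25 nM; detection used donor plus acceptor beads, 10 µg/mL apiece, read by AlphaScreen after 30 min at room temperature.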
CHX counter – counter-screen hit for Shiga toxin inhibitors, cycloheximide | cell reporter, cycloheximide protein synthesis inhibition counterscreen | max response, % | 300,000 tested, 12% active | AID 2314; in the data active = max response mostly above about 13%, no sharp cut-off; inactive = mostly below about 14%; also: read at 38.3 µM for the half of the compounds with a filed dose; 0% is about no effect
AmpC no deterg – blocks E. coli AmpC beta-lactamase in detergent-free assay. 330,000 tested, 0.52% active. Potency, µM (doses to about 57.1 µM), for inactives: at the top dose activity change, negative = inhibition, actives largely listed as inhibitors. AID 485341. AmpC nitrocefin hydrolysis, absorbance 480 nm, 0.0001% Triton;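 also: potency is read from the fitted curve at half-maximal effect; plate controls were no compound for no effect and no enzyme for full effect; nearly all actives have a fitted effect of over 20% in size; some results filed as inactive show a strong effect at the top dose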
Target sequence (P00811 whole entry, looked up): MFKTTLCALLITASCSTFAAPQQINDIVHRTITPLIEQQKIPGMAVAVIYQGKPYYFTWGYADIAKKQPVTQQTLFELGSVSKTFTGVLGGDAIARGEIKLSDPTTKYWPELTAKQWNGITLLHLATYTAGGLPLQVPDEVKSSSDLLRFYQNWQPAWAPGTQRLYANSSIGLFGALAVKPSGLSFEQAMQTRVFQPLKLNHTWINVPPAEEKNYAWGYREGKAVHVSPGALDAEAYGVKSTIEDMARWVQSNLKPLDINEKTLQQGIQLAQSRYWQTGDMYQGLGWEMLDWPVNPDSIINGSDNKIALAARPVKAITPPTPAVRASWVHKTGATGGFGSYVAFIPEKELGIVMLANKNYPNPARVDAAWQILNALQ
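20 mM phosphate pH 7.0 + 0.01% (detergent screen) or 0.0001% Triton X-100; 5.3 nM AmpC reagent; cpd preinc 15 min RT; nitrocefin (800 uM stock) to start; A480 q20 s × 4 min; Activity was normalised to no-enzyme and no-compound control wells.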
AmpC inh detg – AmpC beta-lactamase inhibition with detergent present; P00811; AmpC hydrolysis of nitrocefin, absorbance 480 nm, 0.01% Triton; Potency, µM (series often up to 114 µM), inactives show top-dose activity change, negative = inhibition, actives largely listed as inhibitors; 370,000 tested, 0.041% active; AID 485294;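 also: potency is read from the fitted curve at half-maximal effect; 0% = no-compound wells and -100% = no-enzyme wells; nearly all actives have a fitted effect of over 25% in size; some results filed as inactive show a strong effect at the top dose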
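AmpC (5.3 nM in the dispensed reagent) in 20 mM phosphate pH 7.0 with 0.01% (detergent screen) or 0.0001% Triton X-100 was preincubated with compounds for 15 min at room temperature. Nitrocefin was then added from an 800 uM solution, and hydrolysis was followed at 480 nm.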
* hit, by the source's call; u = inconclusive; x = not tested or not shown; & = joins results of further samples; [ ] = dose if it differs, or a comment. Unless noted, calls follow the shape of the dose curve; as a rule, active = well fitted curve in the direction sought with a large enough effect; inconclusive = small, poorly fitted or top-dose-only effect, or another doubt; inactive = no such curve, though single readings can be large; an effect the other way counts as inactive or inconclusive. Not a hit list; 16% or so of the library scored in one or more.

SMILES	HCMV inh	Giardia FBPA inh	Shiga toxin inh	AMA1 RON2 block	CHX counter	AmpC no deterg	AmpC inh detg
CC(C)CC(COCc1ccc(F)cc1)N1CCN(C(=O)c2cccc(C(F)(F)F)c2)CCC1=O (stereo not given)	11	-2%	-13	5%	-4	187%[activator]	-5%
COc1ccc(S(=O)(=O)N2CCCCCC2)cc1C(=O)OC(C)C(N)=O (stereo not given)	-13	2%	24	9%	-4	2%	4%
C=CCNc1nc(-c2ccc(OC)cc2OC)cs1	101	u	69*	u	38*	38%	1%
CC1C/C(=N/NC(=O)c2ccc(CSc3nc4ccccc4[nH]3)cc2)CC(C)(C)C1 (stereo not given)	-2	-1%	17	33%[activator]	6	-30%	-12%
O=C(Cc1ccc(Br)cc1)Nc1ccc(S(=O)(=O)Nc2ncccn2)cc1	4	-19%	-2	-2%	-2	-28%	2%
CC1=C(C(N)=O)C(c2ccc(Br)cc2)n2nc(CCCO)nc2N1 (stereo not given)	9	3%	-3	1%	-1	-3%	3%
CC(Cc1cccs1)NCc1ccccc1 (stereo not given)	-6	-3%	-6	1%	8	-14%	u
Cc1c(N)cccc1Cl	-3	6%	-9	0%	-6	x	x
O=S1(=O)C=C(SCCN2CCCC2)c2ccccc21	-16	-1%	2	3%	5	-14%	-7%
CC1CCCN(CC(=O)Nc2cc(S(=O)(=O)N3CCOCC3)ccc2N2CCCC2)C1 (stereo not given)	-38	x	x	15%	x	51%	-14%
Cc1cc(C)c2c(n1)sc1c(=O)[nH]c(SCc3ccccc3)nc12	-33	4%	-2	0%	-2	-11%	-1%
COc1ccc(CCNC(=O)Cn2c(=O)oc3cc(Cl)ccc32)cc1OC	u	7%	-19	-10%	-3	-9%	-2%
CCCN1CCN(CCCNC(=O)C2CCN(c3nnc(-n4cccc4)s3)CC2)CC1	-14	0%	-11	-5%	8	14%	u
Cc1ccc(-c2nc(CN(CC3CCC3)CC3CCCO3)c(C)o2)s1 (stereo not given)	u	-2%	9	u	-4	21%	6%
CCN(CC)S(=O)(=O)c1cc(C(=O)OCC(=O)NC2CCCc3ccccc32)ccc1C (stereo not given)	-26	5%	-6	-28%	-2	17%	5%
CCc1nc2sc(C)c(C)c2c(=O)n1CCO	4	8%	-7	-8%	-1	0%	-8%
COc1ccc(CC(C(=O)Nc2cc(C)ccc2C)/C(N)=N/O)cc1 (stereo not given)	7	8%	-8	-6%	-6	-21%	5%
CSc1nnc(Cc2sc(-c3ccccc3)nc2-c2ccccc2)o1	10	-1%	-12	7%	11	45%	5%
O=C(O)c1ccccc1-c1c2ccc(=O)cc-2oc2cc(O)ccc12	x	13%&30%	-4&22	x	-6&5	x	x
O=[N+]([O-])c1ccc(N2CCCC2)cc1NC1CC1	-24	-8%	-8	-23%	-1	-6%	u
COc1cccc(NC(=O)CNC(=O)N2CC(=O)Nc3ccccc32)c1	-1	5%	20	0%	40	-17%	-3%
Cn1c(Oc2ccccc2NCc2cc(Br)ccc2O)cc(=O)n(C)c1=O	u	-17%	-2	-2%	-4	22µM*	u
O=C(Nc1cccc2c1CCCC2)c1ccco1	11	-6%	-11	0%	18	0%	10%
COc1cccc(C(c2c(C)[nH]n(-c3ccccc3)c2=O)c2c(C)[nH]n(-c3ccccc3)c2=O)c1O	-29	x	-10	0%	-1	-12%	-2%
CCOc1cc(N2CCOCC2)c(OCC)cc1NC(=O)c1ccc(-n2ccnc2)c([N+](=O)[O-])c1	-28	4%	-6	-4%	-3	125%[activator]	-4%

Molecules listed so far containing two or more sulfur atoms (3):
SMILES	HCMV inh	Giardia FBPA inh	Shiga toxin inh	AMA1 RON2 block	CHX counter	AmpC no deterg	AmpC inh detg
O=S1(=O)C=C(SCCN2CCCC2)c2ccccc21	-16	-1%	2	3%	5	-14%	-7%
Cc1cc(C)c2c(n1)sc1c(=O)[nH]c(SCc3ccccc3)nc12	-33	4%	-2	0%	-2	-11%	-1%
CSc1nnc(Cc2sc(-c3ccccc3)nc2-c2ccccc2)o1	10	-1%	-12	7%	11	45%	5%

New compounds follow
SMILES	HCMV inh	Giardia FBPA inh	Shiga toxin inh	AMA1 RON2 block	CHX counter	AmpC no deterg	AmpC inh detg
Cc1ccc(N2C(=O)N(CC(=O)N3c4ccccc4CC3C)C(=O)C2C)cc1 (stereo not given)	-13	x	x	0%	x	5%	u
Cc1cc(C)c(S(=O)(=O)N2CCN=C2c2ccccc2)cc1C	3	-2%	-6	-11%	0	-8%	u
Cc1ccc(S(=O)(=O)NC(=O)NCC2CCN(S(=O)(=O)c3ccccc3)CC2)cc1	-2	-5%	1	-16%	2	-1%	2%
Cc1ccc(C(=O)Nc2ccccc2C(=O)NC(CC(=O)O)C(=O)O)cc1 (stereo not given)	66	-9%	17	2%	3	-21%	-15%
COc1ccc(S(=O)(=O)N2CCOCC2)cc1C(=O)Nc1nc2ccccc2s1	-31	3%	-1	u	8	25%	u
Cc1n[nH]c(C)c1S(=O)(=O)N(CC(=O)Nc1ccc2c(c1)OCCO2)c1ccc(C(C)C)cc1	-39	-4%	10	-7%	26*	1%	-10%
CCN(CC(=O)Nc1ccc(NC(C)=O)cc1)C(=O)Cc1ccc(S(=O)(=O)N2CCOCC2)s1	-5	x	x	13%	x	-12%	2%
C=CCSc1nc(N)c(C#N)c(-c2ccc(C)cc2)c1C#N	u	3%	-11	6%	0	-21%	3%
COc1ccc(NC(=O)CSc2nc(N)c(C(=O)Nc3ccc(N(C)C)cc3)s2)cc1	x	-2%	124*	-7%	40	-26%	4%
Cc1cc(C)cc(OCC(=O)OCC(=O)N2CCc3ccccc32)c1	-7	x	x	0%	x	-6%	-19%
COc1cc(OC)cc(C(=O)NCC(=O)OCC(=O)C(C)(C)C)c1	-39	1%	-12	3%	2	0%	-9%
Cc1nn(Cc2ccccc2)c(C)c1/C=N/NC(=O)CNc1cccc(C(F)(F)F)c1	37	1%	-6	6%	8	62%[activator]	-13%
COc1cc(/C=C2/C(=O)N(c3ccc(C(=O)O)cc3)N=C2C)cc(OC)c1O	-31	u	4	-3%	-2	-6%	1%
CCCN1CCC(N(CCc2ccccc2)Cc2ccccc2)CC1	-15	u	18	-6%	-1	7%	-12%
CCOc1ccc(CCNC(=O)c2nnn(CC(=O)Nc3ccc(OC)cc3)c2N)cc1OCC	-36	x	-5	3%	-10	38%	-2%
Cc1ccc(CNC(=O)C2CCCN(c3nn4c(=O)cc(C)nc4s3)C2)cc1 (stereo not given)	-3	0%	-9	-8%	-5	-9%	-2%
Cn1nnnc1SCC1=C(C(=O)O)N2C(=O)C(NC(=O)C3CC3c3ccccc3)C2SC1 (stereo not given)	-31	u	-3	9%	2	-1%	-1%
FC(F)(F)c1ccc(C2[C@H]3CN(Cc4ccc(-c5ccccc5)cc4)[C@H](c4ccccc4)C34CC2(c2ccccc2)C4)cc1 (stereo not given in full)	17	1%&5%	-3	-5%	-1	-36%	-3%
COc1cc(C(=O)Oc2cccnc2)cc(OC)c1OC	12	0%	-13	-9%	7	-5%	-1%
CC(C)(C)OC(=O)NCc1ccc(CNC(=O)c2[nH]cnc2C(=O)NC2CCN(C(=O)OC(C)(C)C)CC2)cc1	x	x	x	119%[activator]	x	185%[activator]	10%
CC[C@H](C)[C@H](NC(=O)[C@@H]1CCCN1C(=O)[C@H](Cc1cnc[nH]1)NC(=O)[C@@H](NC(=O)[C@H](Cc1ccc(O)cc1)NC(=O)[C@@H](NC(=O)[C@H](CCCN=C(N)N)NC(=O)CNC)C(C)C)[C@@H](C)CC)C(=O)O	x	1%	-5	x	-11	x	x
O=C(Nc1ccccc1)OC1CN=C(N[N+](=O)[O-])NC1 (stereo not given)	-23	2%	-10	18%	-6	-11%	6%
O=C(CN(c1ccccc1)S(=O)(=O)c1ccc(F)cc1)N1CCCCCC1	-10	-4%	-5	2%	-2	x	-10%
O=C(CSCc1ccc(Br)cc1)Nc1ccc(S(=O)(=O)N2CCCCCC2)cc1	u	15%	-4	-4%	-2	-35%	3%
O=C(Nc1ccc(Cl)cn1)C1CCN(S(=O)(=O)c2cccs2)CC1	-72*	1%	6	18%	8	-29%	1%
Cc1nc(C(=O)NNC(=O)c2ccccc2Cl)c(C(F)(F)F)o1	4	u	7	92%[activator]	4	-14%	3%
COc1ccc(CC(=O)Nc2cccc(-c3nnc(-c4ccc(C)cc4)o3)c2)cc1OC	-93*	0%	44	-3%	25*	60%[activator]	1%
Cc1cc(C)nc(SCc2ccc(C(=O)N/N=C/c3ccccc3C(=O)O)cc2)n1	16	5%	-2	6%	2	-22%[11.4 µM]	-21%
Cc1cc(NC(=O)c2cc(CC(C)C)on2)n(-c2ccccc2)n1	23	3%	-6	1%	-1	1%	-5%
CC(C)CNC(=O)CN1C(=O)NC2(CCCc3ccccc32)C1=O (stereo not given)	-36	8%	2	5%	-6	-2%	-16%

Among those listed so far, these have a Cl atom.
SMILES	HCMV inh	Giardia FBPA inh	Shiga toxin inh	AMA1 RON2 block	CHX counter	AmpC no deterg	AmpC inh detg
Cc1c(N)cccc1Cl	-3	6%	-9	0%	-6	x	x
COc1ccc(CCNC(=O)Cn2c(=O)oc3cc(Cl)ccc32)cc1OC	u	7%	-19	-10%	-3	-9%	-2%
O=C(Nc1ccc(Cl)cn1)C1CCN(S(=O)(=O)c2cccs2)CC1	-72*	1%	6	18%	8	-29%	1%
Cc1nc(C(=O)NNC(=O)c2ccccc2Cl)c(C(F)(F)F)o1	4	u	7	92%[activator]	4	-14%	3%
